Fam108B inh: Fam108B inhibition, counter-screen for RBBP9 inhibitors | recombinant Fam108B, FP-Rh probe fluorescence polarization | inhibition, % at 9.51 µM | actives 0.33% (n = 300,000) | AID 1947;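 active = inhibition above the screen mean inhibition plus 3 SD, computed separately per campaign, cut at about 18% in these data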;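 also: inhibitors lower polarization as less probe binds the enzyme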
MCL1 BIM primary: MCL1-BIM-BH3 interaction inhibition (human). Q07820. GST-MCL1 / FITC-Bim-BH3 fluorescence polarization. inhibition, % at 10.9 µM. actives 0.68% (n = 320,000). AID 2057;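 active = inhibition above the mean inhibition of all tested compounds plus 3 SD, set per campaign, cut at about 40% in these data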;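 also: 0% = DMSO wells and 100% = unlabeled Bim-BH3 peptide control; higher means more loss of mP so more displacement of Bim peptide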
PAD4 FP inh: blocks human protein arginine deiminase 4; Q9UM07; recombinant PAD4, RCA probe fluorescence polarization; inhibition, % at 6.36 µM; actives 0.41% (n = 330,000); AID 485272;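 active = percent inhibition above a cutoff equal to the mean of all tested compounds plus 3 SD, cut at about 15% in these data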;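 also: 0% = PAD4 with RCA probe and DMSO and 100% = probe without PAD4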
TPT1 inhibitor: inhibitors of Candida albicans tRNA 2'-phosphotransferase TPT1; inhibition, % at 5 µM; actives 0.81% (n = 300,000); recombinant caTPT1, FP RNA substrate dephosphorylation;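 active = inhibition above the mean of all tested compounds plus 3 SD, set per screening campaign, cut at about 24% in these data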;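 also: plate controls were DMSO alone for no effect and ferristatin control at 100 nM for full effect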
GSTO1 counter: counter-screen for RBBP9 inhibitors: inhibitors of human GSTO1 | P78417 | recombinant GSTO1, activity-based probe fluorescence polarization | inhibition, % at 5.96 µM | actives 1.1% (n = 300,000);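 active = inhibition above the campaign mean inhibition plus 3 SD, cut at about 35% in these data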;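 also: 0% = GSTO1-1 with DMSO and 100% = wells lacking GSTO1-1 enzyme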
PME-1 primary: blocks human protein phosphatase methylesterase 1; recombinant PME-1, FP-Rh probe fluorescence polarization; actives 0.53% (n = 320,000); Q9Y570; inhibition, % at 5.9 µM; AID 2130;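 active = inhibition above the campaign mean of all compounds plus 3 SD, cut at about 26% in these data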;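 also: competitive labeling of PME-1 active site by serine hydrolase directed probe; 0% = PME-1 with DMSO and 100% = wells lacking PME-1 enzyme; inhibitors block probe labeling so polarization falls and inhibition rises; many of its hits are not listed in these tables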
BCLXL inh: inhibitors of human Bcl-xL. Q07817. GST-Bcl-xL / FITC-Bim BH3 peptide fluorescence polarization. inhibition, % at 10.9 µM. actives 0.7% (n = 320,000). AID 2129;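 active = inhibition above the mean of all tested compounds plus 3 SD, cutoff set per campaign, cut at about 30% in these data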;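 also: 0% = DMSO wells and 100% = unlabeled Bim-BH3 peptide competitor; inhibitors lower millipolarization by displacing the labeled peptide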
Target sequence (Q07817 whole entry, looked up): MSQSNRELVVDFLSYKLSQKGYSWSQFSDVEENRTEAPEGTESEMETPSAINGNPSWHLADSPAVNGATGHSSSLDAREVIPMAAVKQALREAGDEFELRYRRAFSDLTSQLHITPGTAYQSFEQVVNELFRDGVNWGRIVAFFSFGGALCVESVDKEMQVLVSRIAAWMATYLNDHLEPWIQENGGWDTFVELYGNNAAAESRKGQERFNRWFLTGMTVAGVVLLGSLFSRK
GLD-1 RNA inh: GLD-1-TGE RNA interaction inhibition (C. elegans); AID 2280; inhibition, % at 5.96 µM; actives 0.44% (n = 320,000); purified GLD-1 + fluorescein TGE RNA, fluorescence polarization;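 active = percent inhibition above a per-plate cutoff, the plate mean of test compounds plus 3 SD, cut at about 30% in these data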;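 also: 0% = DMSO wells with GLD-1 and probe and 100% = wells lacking GLD-1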
Target sequence (Q17339 whole entry, looked up): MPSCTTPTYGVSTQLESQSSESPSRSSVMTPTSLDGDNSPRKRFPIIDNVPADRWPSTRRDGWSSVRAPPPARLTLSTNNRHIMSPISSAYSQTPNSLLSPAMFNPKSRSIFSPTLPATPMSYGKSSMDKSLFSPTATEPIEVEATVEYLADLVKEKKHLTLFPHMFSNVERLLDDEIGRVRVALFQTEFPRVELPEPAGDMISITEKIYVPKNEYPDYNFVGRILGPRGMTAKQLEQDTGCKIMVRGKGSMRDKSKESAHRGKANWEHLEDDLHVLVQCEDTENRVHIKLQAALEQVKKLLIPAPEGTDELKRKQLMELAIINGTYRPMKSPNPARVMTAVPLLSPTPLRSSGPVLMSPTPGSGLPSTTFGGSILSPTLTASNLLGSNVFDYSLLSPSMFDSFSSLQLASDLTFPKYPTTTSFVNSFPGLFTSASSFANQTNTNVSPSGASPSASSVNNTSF
MEX-5 binding: C. elegans MEX-5 TCR-2 RNA binding activity | Q9XUB2 | MEX-5/FITC-TCR2 RNA binding, fluorescence polarization; hits give low values | activity score (negative = inhibition of binding), % at 10 µM | actives 0.38% (n = 300,000) | AID 1832;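 active = inhibition past about -25% in most replicates, and total fluorescence under double the plate's negative control median, limit read from the data; inconclusive = replicates evenly split on the limit, or fluorescence at least double controls; inactive = too little inhibition in most replicates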;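 also: 0% = DMSO and -100% = 5 µM competing unlabeled TCR2 RNA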
* hit, by the source's call; ? = inconclusive; / = no result given. Some of the compounds tested; rates above refer to the full screens.

SMILES	Fam108B inh	MCL1 BIM primary	PAD4 FP inh	TPT1 inhibitor	GSTO1 counter	PME-1 primary	BCLXL inh	GLD-1 RNA inh	MEX-5 binding
COc1ccccc1N1CCN(C(=O)C2CC2)CC1	1	7	-3	0	-2	1	2	4	-1.2
CC(C)c1ccc(OCC(=O)NCc2ccccc2)cc1	-1	-3	-2	-4	-8	3	6	6	0.9
COc1cccc(OC)c1OCCOc1ccccc1OC(C)C	-2	0	-4	0	2	11	4	1	0.2
C#Cc1cccc(-n2nnc(C(C)=O)c2C)c1	-5	0	-2	1	7	10	-2	-8	-0.7
COC(=O)c1ccc(CO/N=C/c2cccc([N+](=O)[O-])c2)cc1	-3	-5	-1	3	0	-3	1	6	0.7
O=C(COc1ccccc1)Nc1c(C(=O)N2CCC(N3CCCCC3)CC2)oc2ccccc12	-4	-7	3	3	-1	0	2	-2	-0.7
OC(COc1cccc(OCC(O)CN2CCCC2)c1)CN1CCCC1 (configuration not stated)	13	9	-4	-1	19	-13	9	-10	3.5
CCS(=O)(=O)N1CCN(c2ccc(S(=O)(=O)N3CCOCC3)cc2)CC1	3	-2	-2	-3	-3	-2	2	4	-2.0
CCCCn1nc(C(=O)N2CCN(S(=O)(=O)c3ccccc3)CC2)c2ccccc2c1=O	-2	-4	1	2	3	6	2	-1	-1.4
CCOCCCNC(=O)CNC(=S)N(Cc1ccc(C)cc1)Cc1ccco1	3	4	-6	2	6	5	4	-5	1.8
CCn1c(SCC(=O)Nc2ccc(N(C)C)cc2)nnc1-c1ccco1	-1	3	1	-1	3	-1	8	4	-0.5
CCCCCn1c(CN2CCCCC2CC)nc2c1c(=O)n(C)c(=O)n2C (configuration not stated)	-7	-1	-3	-3	4	-5	1	-1	-2.2
N#Cc1c(-c2ccccc2F)cc(-c2cccnc2)nc1N	-1	6	4	0	-1	16	2	2	-1.2
O=S(=O)(NCc1ccccc1)c1ccc2c(c1)OCCO2	-1	4	0	-1	2	8	-2	-4	1.4
CCn1ccnc1CNC(=O)c1ccc(OC2CCN(C(=O)COC)CC2)cc1	1	0	3	1	6	2	3	4	1.2
COc1ccc(OC)c(C(=O)c2coc3ccc(O)c(CN4CCOCC4)c23)c1	1	7	-2	-1	8	1	5	3	?
Cc1cccc(Cn2ccc(N)n2)c1	-1	-1	-3	2	2	-1	2	0	/
CCc1cc(C(=O)OC)c(NC(=O)CN2CCN(C(=O)C3CCCO3)CC2)s1 (configuration not stated)	0	7	3	-2	5	8	7	1	-0.2
COc1ccc(N(C(=O)c2cccc([N+](=O)[O-])c2)S(=O)(=O)c2cccs2)cc1	0	6	6	-3	4	-1	8	1	1.8
CCc1c(C#N)c(SCCC(=O)Nc2ccc(C)cc2)nc2c1C(=O)CC(C)(C)C2	-5	3	3	-5	-7	-16	0	-2	0.9
COc1ccc(C(CC(=O)N2CCCCC2)NC(=O)C(F)(F)F)cc1 (configuration not stated)	0	-3	1	0	3	-5	2	1	-2.4
Cc1cccc(Oc2ccccc2NS(=O)(=O)c2ccc(CCC(=O)O)cc2)c1	/	4	-3	/	/	21	6	-5	/
COc1ccc(N2CCN(C(=O)c3cc(=O)c4cc(Cl)ccc4o3)CC2)cc1	-4	-1	2	-5	5	-5	3	-1	0.2
CN1CCN(C(=O)c2cc3c(=O)n4ccccc4nc3s2)CC1	1	-3	0	-4	-6	0	-1	3	-0.1
FC(F)(F)c1nnc(-c2ccccc2)nc1Oc1ccc(Cl)cc1Cl	-9	-2	-1	2	-2	2	-1	0	-0.7
O=C(NCc1ccccn1)c1nc(Cn2ccc([N+](=O)[O-])n2)no1	3	9	-2	-1	8	2	6	-1	-0.1
CC(=O)c1cccc(N(C(=O)c2csnn2)C(C(=O)NC2CCCC2)c2ccccc2)c1 (configuration not stated)	2	8	-5	1	-5	-1	-1	0	-1.4
COc1cccc(-c2cccc(NC(=O)C3CCN(Cc4cccc(C)n4)CC3)c2)c1	-2	-5	-3	-1	0	-1	-1	-1	2.0
Cn1c(=O)c2c(nc(NCc3ccco3)n2CC(O)COc2ccccc2)n(C)c1=O (configuration not stated)	-9	7	-11	0	-1	-1	2	0	-1.7
Cc1c(Cl)c([N+](=O)[O-])nn1CC(=O)N1CCN(Cc2ccccc2)CC1	-4	-6	-8	1	11	-5	-8	-6	1.2
Cc1cc(C=C(C#N)C#N)c(C)n1-c1ccccc1	0	5	-6	-1	-7	6	2	0	-1.8
O=C(Nc1ccc(Cl)cn1)c1cccc2ccccc12	-6	2	2	0	-7	1	0	-1	-0.4
NC(=O)c1c(NC(=O)Cn2nc(C(=O)O)c3ccccc3c2=O)sc2c1CCCC2	-22	-3	5	2	12	0	5	4	2.2
O=S(=O)(NCc1ccc(Cl)cc1Cl)c1ccc(N2CCOCC2)nc1	5	-1	-2	1	1	4	2	-3	1.7
CCOC(=O)c1cc(-c2ccc(C)o2)n[nH]1	-2	-2	3	-1	4	-3	5	2	1.4
CC(=O)NNc1cc(N2CCOCC2)nc(N2CCOCC2)n1	0	-7	3	10	4	-3	0	-30	3.6
COCCn1nnnc1C(c1cc2cc(C)cc(C)c2[nH]c1=O)N1CCN(c2ccccc2F)CC1 (configuration not stated)	3	5	-3	-1	1	-3	4	5	-5.5
Nn1c(-c2ccccc2)cc(-c2ccccc2)cc1=O	3	2	-1	0	2	7	-3	-6	0.7
Cc1ccc(-n2c(CCC(=O)O)ccc2-c2cccs2)cc1	-1	-9	-6	9	3	-2	0	-2	2.8
Cc1ccc(S(=O)(=O)N2CCCC2)cc1C(=O)NCc1ccccc1CN1CCCC1	/	-6	-6	/	/	3	-3	2	/
CCc1ccccc1NC(=S)N(CCN1CCCCCC1)Cc1ccco1	-2	0	-1	-5	6	0	4	-6	-1.1
O=C1NCCCc2c1oc1ccc(O)cc21	0	3	0	-5	0	-2	4	-1	-0.4
CC(=O)N1c2ccc(S(=O)(=O)NCCC(=O)Nc3ccc(F)cc3C)cc2CC1C (configuration not stated)	0	3	-2	-1	5	-10	4	-6	-2.0
O=C(CN1CCCC1)NC12CC3CC(CC(C3)C1)C2	0	-2	6	-2	5	-2	3	-1	-2.1
CCOC(=O)CC(NC(=O)CCc1c(C)nc2ncnn2c1C)c1ccc(C)cc1 (configuration not stated)	0	12	-3	0	4	5	3	7	-0.2
O=S(=O)(c1ccc(Cl)cc1)n1nnc2ccccc21	-1	6	0	-6	2	-2	6	2	1.0
Cc1noc(C(F)(F)F)c1C(=O)NNC(=O)c1ccccc1	1	9	15	-2	12	1	7	6	-2.0
CCC(=O)NCCC(c1ccco1)c1ccccc1OC (configuration not stated)	-3	5	0	6	-12	3	5	1	3.4
Cn1c2c(c3cc([N+](=O)[O-])ccc31)CCCC2	-3	-4	-1	-1	5	1	1	10	0.1
Cc1cc(C(=O)OCC(=O)Nc2cccc(S(N)(=O)=O)c2)c2ccccc2n1	-5	9	-3	-1	-2	1	4	2	0.3
Oc1ccccc1/C=C/c1noc(-c2ccccc2O)n1	-17	4	0	1	0	-35	1	4	-2.8
O=C(NCCN1CCOCC1)c1cc2ccccc2oc1=O	-2	-2	1	1	0	-2	-5	1	2.9
CN(Cc1ccc(Cl)s1)C(=O)CSc1nnc(C2CC2)n1C1CC1	/	3	-2	/	/	10	2	-3	/
